beta cell repl: inducers of beta-cell replication in MIN6 cells | MIN6 cells proliferation, ATPlite luminescence, 48 h; cells starved in 0.2% serum; 100% = growth in 10% serum | proliferation, % at 10 µM | 330,000 compounds, 0.29% hits | AID 2380;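 active means compounds whose signal lies at least 3.5 SD above the mean of all wells on their plate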;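 further: 0% = DMSO-treated cells in low-serum medium and 100% = 10% serum control; some compounds called inactive have numbers as strong as hits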
mIAP act: mouse IAP activation | muIAP, CDP-Star luminescence, 30 min; stronger effect = higher value; 1 = vehicle-only enzyme signal, 0 = enzyme-free wells | activation factor at 10 µM | 330,000 compounds, 0.24% hits | AID 2805;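 active means activation factor of at least 2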; further: the source names both 10 and 20 µM as test concentration; values of inactives mirror those of a sister screen read the other way
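System: mouse IAP enzyme. Reagent: CDP-Star chemiluminescent phosphatase substrate. Benchmarks: DMSO wells, no-enzyme wells. Times: 30 min enzyme-substrate-compound incubation at room temperature. Detection: luminescence from enzymatic CDP-Star hydrolysis. Doses: test compounds delivered from DMSO solution.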
A3G deaminase: APOBEC3G (human) deaminase inhibition; Q9HC16; recombinant A3G, ssDNA deamination FAM/TAMRA fluorescence; inhibition, % at 20 µM; 330,000 compounds, 0.28% hits;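 active means inhibition of at least 40% at 20 µM, with no more than 30% in the related APOBEC3A deaminase screen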;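 further: plate controls were DMSO wells with A3G for no effect and wells lacking A3G enzyme for full effect; some compounds called inactive have numbers as strong as hits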
MPTP block: blocks calcium-induced mitochondrial swelling; 360,000 compounds, 1.4% hits; inhibition, % at 10 µM; AID 602449; isolated mouse mitochondria, Ca2+ swelling absorbance, 30 min;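 active means inhibition of 50% or more, scaled per plate between neutral and stimulator controls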;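 further: 0% = DMSO wells given calcium and 100% = 1 mM EGTA wells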
ATG4B inh: blocks human ATG4B protease cleavage of LC3 substrate. ATG4B cleavage of LC3-PLA2, NBD-HPC fluorescence, 1 h. inhibition, % at 8.33 µM. 340,000 compounds, 0.51% hits; in the data active means inhibition above about 40%
Target sequence (Q9Y4P1 whole entry, looked up): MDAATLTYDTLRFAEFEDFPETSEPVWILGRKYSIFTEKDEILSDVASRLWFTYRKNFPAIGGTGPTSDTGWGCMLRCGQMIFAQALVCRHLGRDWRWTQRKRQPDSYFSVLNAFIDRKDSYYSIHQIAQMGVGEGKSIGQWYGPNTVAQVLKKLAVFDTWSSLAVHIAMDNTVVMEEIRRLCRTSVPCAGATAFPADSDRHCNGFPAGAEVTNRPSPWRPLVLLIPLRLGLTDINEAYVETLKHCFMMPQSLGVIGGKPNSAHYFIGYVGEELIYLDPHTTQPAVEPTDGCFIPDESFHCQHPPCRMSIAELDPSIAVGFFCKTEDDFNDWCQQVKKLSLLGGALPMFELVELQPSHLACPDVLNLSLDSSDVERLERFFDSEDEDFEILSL
mIAP block: blocks mouse intestinal alkaline phosphatase; purified mouse IAP, CDP-Star luminescence, 30 min; inhibition, % at 10 µM; 330,000 compounds, 0.2% hits;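 active means inhibition of at least 40% at 10 µM in the primary screen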;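 further: plate controls were DMSO with enzyme for no effect and no enzyme wells for full effect; values of inactives mirror those of a sister screen read the other way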
hIAP block: human IAP inhibition; P09923; purified IAP, CDP-Star luminescence, 30 min; inhibition, % at 10 µM; 330,000 compounds, 0.12% hits; AID 2544;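 active means inhibition reaching a set limit with compound at 10 µM in the primary screen, cut at about 35% in these data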;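 further: plate controls were DMSO wells with enzyme for no effect and no-enzyme buffer wells for full effect; values of inactives mirror those of a sister screen read the other way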
Target sequence (P09923 whole entry, looked up): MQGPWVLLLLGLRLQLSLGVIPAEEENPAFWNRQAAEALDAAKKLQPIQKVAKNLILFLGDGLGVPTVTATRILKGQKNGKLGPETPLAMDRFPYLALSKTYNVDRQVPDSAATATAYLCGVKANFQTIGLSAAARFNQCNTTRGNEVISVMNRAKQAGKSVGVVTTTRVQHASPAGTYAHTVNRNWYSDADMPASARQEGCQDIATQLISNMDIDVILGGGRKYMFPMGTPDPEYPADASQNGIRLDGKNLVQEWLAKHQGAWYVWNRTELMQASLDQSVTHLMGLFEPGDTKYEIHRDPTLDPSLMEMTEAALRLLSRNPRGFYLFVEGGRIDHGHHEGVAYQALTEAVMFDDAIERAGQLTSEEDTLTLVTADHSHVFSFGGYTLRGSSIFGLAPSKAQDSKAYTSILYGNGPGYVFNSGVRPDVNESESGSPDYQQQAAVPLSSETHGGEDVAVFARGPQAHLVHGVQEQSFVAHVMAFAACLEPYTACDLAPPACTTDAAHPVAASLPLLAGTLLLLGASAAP
APOBEC3A inh: human APOBEC3A DNA deaminase inhibition. P31941. recombinant A3A, FAM/TAMRA ssDNA deamination fluorescence. inhibition, % at 20 µM. 330,000 compounds, 0.41% hits. AID 493011;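 active means at least 40% inhibition at 20 µM here, with at most 30% in a related deaminase screen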;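 further: plate controls were A3A with DMSO for no effect and wells lacking A3A enzyme for full effect; some results filed as inactive read as strong as hits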
hIAP act: increases human intestinal alkaline phosphatase activity. purified human IAP, CDP-Star luminescence, 30 min; stronger effect = higher value; 1 = vehicle-only enzyme, 0 = enzyme-free background. activation factor at 10 µM. 330,000 compounds, 0.16% hits. AID 2524;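 active means activation factor of the enzyme at least 2-fold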; further: the source names both 10 and 20 µM as test concentration; values of inactives mirror those of a sister screen read the other way
Active calls of the source: *; . = no result given.

SMILES	beta cell repl	mIAP act	A3G deaminase	MPTP block	ATG4B inh	mIAP block	hIAP block	APOBEC3A inh	hIAP act
CCc1nn2cc(C(=O)c3ccccc3O)cnc2c1-c1ccc(F)cc1	-4.8	0.909	0.4	5.2	24.4	9.1	9.7	1.2	0.903
Cc1nc(CNS(=O)(=O)c2ccc(Br)cc2)cs1	0.6	0.867	-8.8	0.8	2.0	13.3	2.8	-5.9	0.972
CC(=O)c1ccc(NC(=O)c2sc3nc(C)c(C)c(C)c3c2N)cc1	1.1	0.955	-4.9	3.8	-11.8	4.5	6.9	-7.2	0.931
CN(C)c1ccc(/C=N/NC(=O)c2ccc3c(c2)OCCO3)cc1	-2.8	1.02	-5.7	-0.6	-6.6	-1.8	10.4	-3.9	0.896
N#CCCn1ccc(NC(=O)c2ccc(Cl)cc2)n1	0.9	0.977	1.2	-1.0	10.3	2.3	-1.5	5.1	1.01
Cc1cc(C)n(CC(O)CN(c2ccccc2)S(=O)(=O)c2ccccc2)n1 (stereo not drawn)	-0.2	0.982	-5.4	0.0	1.0	1.8	-8.6	-2.6	1.09
Cc1sc2nc(SCC(=O)N3CCCC3)[nH]c(=O)c2c1C	-3.3	1.01	0.5	1.9	-5.1	-0.9	1.7	1.9	0.983
CCCn1c(NC(=O)c2ccc([N+](=O)[O-])o2)nc2ccccc21	-3.1	0.87	0.9	1.7	9.2	13.0	-14.2	34.6	1.14
O=C(CSc1nnc(-c2ccccc2F)o1)N1CCNC1=O	4.3	1.06	-6.2	0.2	-2.8	-6.0	8.3	0.8	0.917
CCC(OC(=O)C1=Cc2ccccc2OC1)C(=O)NCc1ccco1 (stereo not drawn)	0.4	0.977	-3.7	-0.9	1.9	2.3	-15.0	3.8	1.15
CCCn1c(SCC(=O)NC(C)(C)C)nnc1C(C)C	-0.1	0.965	-1.7	-0.9	5.7	3.5	-1.5	-2.9	1.01
COc1ccc(/C=C2\SC(=O)N(CC(=O)N(C)C3CCS(=O)(=O)C3)C2=O)cc1 (stereo not drawn)	1.5	1.02	-5.7	-1.8	-0.9	-1.8	13.3	-8.5	0.867
CC(OC(=O)c1cccc(-n2cnnn2)c1)C(=O)Nc1ccccc1F (stereo not drawn)	4.9	1.08	-6.3	0.7	1.7	-7.7	-5.4	3.6	1.05
O=S(=O)(CCN1CCOCC1)c1ccc(Oc2ccc(S(=O)(=O)CCN3CCOCC3)cc2)cc1	1.4	1.04	-1.7	2.7	3.1	-3.8	-3.5	-5.2	1.03
CSc1cccc(CN2CCC(Oc3cccc(C(=O)N4CCCC4)c3)CC2)c1	0.6	1	-4.5	0.1	20.9	-0.5	-13.9	-2.6	1.14
CCc1ccc(NC(=O)CCn2cccc2)cc1	-1.4	0.942	1.1	0.4	-8.1	5.8	-1.7	0.4	1.02
O=C(c1cc([N+](=O)[O-])ccc1Cl)N1CCc2ccccc21	-1.4	1	3.9	-0.6	-4.4	-0.4	5.4	-3.0	0.946
CC(=O)Nc1ccc(NC(=O)COc2cccc3c2OC(C)(C)C3)cc1	-2.7	0.929	-7.4	-0.9	-2.0	7.1	5.0	1.0	0.95
N#Cc1sc2nc3c(cc2c1N)CCCC3	3.5	0.99	-4.7	2.6	9.8	1.0	10.9	-1.8	0.891
CCC(C)C(=O)Nc1nnc(-c2cccs2)s1 (stereo not drawn)	-0.4	0.961	-2.2	-0.1	-6.9	3.9	-17.7	-2.3	1.18
CN1/C(=C\C(=O)C[n+]2ccc(C(=O)c3ccccc3)cc2)C(C)(C)c2ccccc21	-6.5	1.04	-7.6	5.2	5.9	-4.0	11.7	-6.4	0.883
CCOc1ccc(C(=O)Nc2ccc(NC(=O)c3ccccc3)cc2)cc1Br	-3.0	1.02	-4.2	0.9	-1.0	-1.8	-16.3	-5.4	1.16
CCOc1ccc(N(CC(=O)NCCc2ccc(OC)cc2)S(C)(=O)=O)cc1	0.8	1.15	-7.7	2.5	-1.8	-14.7	-14.2	-0.5	1.14
COc1ccccc1C(=O)NNC(=O)c1cccc(F)c1	-2.4	1.07	0.0	0.6	-1.4	-7.0	-5.7	0.0	1.06
CCN(CC)C(=O)CSc1nnc(-c2ccc(O)cc2)n1CC1CCCO1 (stereo not drawn)	-2.8	0.958	-4.5	-3.2	-7.0	4.2	-7.8	0.0	1.08
O=C(CCCc1nc2ccccc2s1)Nc1ccccc1	-4.2	1.04	-5.7	0.4	1.8	-4.0	2.9	-0.6	0.971
Cc1ccc(S(=O)CCNC(=O)Cc2ccc(Cl)cc2)cc1 (stereo not drawn)	-1.0	0.985	-2.3	0.2	0.9	1.5	-3.8	-0.2	1.04
CC(C)C[C@H]1CN=C(N(C)C)N1CC1CCCCCC1	-1.7	0.948	-6.4	1.6	-10.3	5.2	5.4	-3.1	0.946
O=C(C1CCCN(C2CC(=O)N(c3ccc(Cl)cc3)C2=O)C1)N1CCCC1 (stereo not drawn)	8.0	1.01	18.5	-0.4	2.0	-0.6	8.1	-3.9	0.919
O=C1c2ccccc2NC(c2cccc(O)c2)N1NS(=O)(=O)c1ccccc1 (stereo not drawn)	-4.0	1.04	-9.4	-0.8	-2.7	-3.8	8.6	-0.4	0.914
CCc1ccccc1NC(=O)N1CCC(NC(=O)C(Cc2ccc(OC)c(OC)c2)NC(C)=O)CC1 (stereo not drawn)	2.8	0.963	2.0	0.1	-6.7	3.7	14.5	1.4	0.855
CNCc1nc2ccccc2[nH]1	-2.2	0.959	-8.2	0.8	2.5	4.1	-58.2	0.4	1.58
O=C1C(Cl)=C(N2CCCC2)C(=O)N1c1ccc(F)cc1	-1.6	1.01	-11.6	0.1	5.0	-1.5	4.3	-7.5	0.957
N/C(CN1CCCC1=O)=N\OC(=O)c1ccccc1Cl	-1.8	0.947	-3.7	1.0	-4.0	5.3	8.9	4.1	0.911
Cc1ccc(-n2c(SCC(=O)N3CCOCC3)nnc2-c2cccnc2)cc1	-1.4	0.989	-7.7	-1.5	-0.5	1.1	-24.7	-10.3	1.25
N#CC1=C(N)SC(N)=C(C#N)C1c1cccc(O)c1	-0.4	0.811	-1.8	1.5	-5.2	18.9	-8.5	2.9	1.08
Cc1oc(-c2ccccc2)cc1C(=O)NC(Cc1c[nH]c2ccccc12)C(=O)O (stereo not drawn)	0.4	1.08	-1.1	-0.2	8.2	-8.2	-0.1	3.7	1
CCCCOc1ccc(/C=C/C(=O)Nc2ccc([N+](=O)[O-])cc2C)cc1	0.0	0.871	-1.9	5.4	-9.0	12.9	4.5	2.5	0.955
CSCCC(NC(=O)c1ccc(Cl)cc1Cl)C(=O)N(C)Cc1nc2ccccc2c(=O)[nH]1 (stereo not drawn)	1.0	0.965	-1.6	-0.5	-2.2	3.5	18.4	-2.2	0.816
O=C(COC(=O)CNS(=O)(=O)c1ccc(Br)cc1Cl)NC1CCCC1	-1.0	1.01	-3.3	-0.6	-3.2	-0.7	-1.4	-1.1	1.01

6 of these compounds, reformatted:
Sequence of screens – beta cell repl | mIAP act | A3G deaminase | MPTP block | ATG4B inh | mIAP block | hIAP block | APOBEC3A inh | hIAP act
N/C(CN1CCCC1=O)=N\OC(=O)c1ccccc1Cl
→ -1.8 | 0.947 | -3.7 | 1.0 | -4.0 | 5.3 | 8.9 | 4.1 | 0.911
Cc1ccc(-n2c(SCC(=O)N3CCOCC3)nnc2-c2cccnc2)cc1
→ -1.4 | 0.989 | -7.7 | -1.5 | -0.5 | 1.1 | -24.7 | -10.3 | 1.25
N#CC1=C(N)SC(N)=C(C#N)C1c1cccc(O)c1
→ -0.4 | 0.811 | -1.8 | 1.5 | -5.2 | 18.9 | -8.5 | 2.9 | 1.08
Cc1oc(-c2ccccc2)cc1C(=O)NC(Cc1c[nH]c2ccccc12)C(=O)O (stereo not drawn)
→ 0.4 | 1.08 | -1.1 | -0.2 | 8.2 | -8.2 | -0.1 | 3.7 | 1
CCCCOc1ccc(/C=C/C(=O)Nc2ccc([N+](=O)[O-])cc2C)cc1
→ 0.0 | 0.871 | -1.9 | 5.4 | -9.0 | 12.9 | 4.5 | 2.5 | 0.955
CSCCC(NC(=O)c1ccc(Cl)cc1Cl)C(=O)N(C)Cc1nc2ccccc2c(=O)[nH]1 (stereo not drawn)
→ 1.0 | 0.965 | -1.6 | -0.5 | -2.2 | 3.5 | 18.4 | -2.2 | 0.816

Four compounds from above, sorted by the number in APOBEC3A inh, ascending:
SMILES,APOBEC3A inh
CC(=O)c1ccc(NC(=O)c2sc3nc(C)c(C)c(C)c3c2N)cc1,-7.2
CC(C)C[C@H]1CN=C(N(C)C)N1CC1CCCCCC1,-3.1
Cc1ccc(S(=O)CCNC(=O)Cc2ccc(Cl)cc2)cc1 (stereo not drawn),-0.2
CC(=O)Nc1ccc(NC(=O)COc2cccc3c2OC(C)(C)C3)cc1,1.0

Carrying on:
SMILES	beta cell repl	mIAP act	A3G deaminase	MPTP block	ATG4B inh	mIAP block	hIAP block	APOBEC3A inh	hIAP act
CCOC(=O)N1CCN(CC(=O)Nc2sccc2C#N)CC1	1.3	1.08	-8.8	-0.2	2.4	-8.1	8.5	-0.3	0.915
CCOc1ccc(CN2CCN(C3CCC3)CC2CCO)cc1 (stereo not drawn)	-0.1	1.02	3.9	0.6	3.0	-2.5	6.1	0.4	0.939
COc1cc2[nH]c(C(=O)NN)c(N)c2cc1OC	2.1	0.976	-4.8	.	.	2.4	10.1	-5.8	0.899
O=C(N/C(=C\c1ccc([N+](=O)[O-])cc1)C(=O)N1CCOCC1)c1ccco1	0.0	0.938	-7.5	-0.8	-9.4	6.2	4.9	-1.7	0.951
COc1cc(C2C(C#N)=C(N)Oc3c2oc(CO)cc3=O)ccc1OC(C)C (stereo not drawn)	-3.0	0.983	-4.8	0.0	-4.6	1.7	-0.6	1.7	1.01
CCO/N=C(/C)c1c(O)c(C)c(-c2ccccc2)n(-c2ccccc2)c1=O	-0.9	0.933	-8.2	0.0	-4.5	6.7	0.1	2.0	0.999
Cc1nn(-c2ccccc2)c(Cl)c1C1C(C#N)=C(N)OC2=C1C(=O)CC(C)(C)C2 (stereo not drawn)	-0.9	1.04	-1.1	-1.7	-3.1	-4.4	17.0	2.4	0.83
COc1ccc(N/C=C/c2nc(SC)nnc2C)cc1	5.2	0.905	-6.7	0.1	-11.2	9.5	30.2	-3.2	0.698
Cn1c(=O)n(C)c2cc(NC(=O)Cc3ccccc3[N+](=O)[O-])ccc21	-0.9	1.07	-8.5	1.8	-2.1	-7.1	-0.8	-4.5	1.01
COCn1c(-c2ccc(OC)c(OC)c2)nc2ccccc21	-5.1	0.968	0.9	0.6	1.5	3.2	-0.4	2.7	1
CC(C)(C)NC(=O)C(c1ccc(O)cc1)N(C(=O)CCC(=O)Nc1nccs1)c1cccc(F)c1 (stereo not drawn)	-2.6	1.05	-6.4	-0.3	-8.0	-4.6	10.9	-4.2	0.891
CC(Oc1ccccc1)C(=O)OCC(=O)NC(=O)NC1CCCCC1 (stereo not drawn)	-1.5	1.04	-1.7	0.5	-0.5	-4.4	-3.3	-1.3	1.03
Cc1ccc(NC(=O)NCc2ccc3c(c2)OCO3)cc1	1.0	1.17	0.3	-1.7	-4.0	-17.4	10.0	5.1	0.9
O=C(NCCc1ccccc1)C(c1ccc(F)cc1)N(C(=O)c1csnn1)C1CC1 (stereo not drawn)	0.0	0.95	-2.4	0.5	-2.2	5.0	15.5	-1.1	0.845
O=C(COC(=O)/C=C/c1ccco1)NCc1ccc(Cl)cc1Cl	-3.4	0.911	-6.8	-2.1	37.3	8.9	-10.2	4.7	1.1
Cc1ccc(-c2noc(CNc3ccccc3)n2)cc1	-2.9	1	1.2	1.2	1.1	-0.1	9.9	0.7	0.901

High-throughput results: PubChem BioAssay, Sanford-Burnham Center for Chemical Genomics
